Bioassay records (PubChem BioAssay)
KCNQ1 inh – blocks the human KCNQ1 potassium channel; P51787; CHO-K1 KCNQ1, FluxOR thallium flux fluorescence; stronger effect = higher value; B-score at 10 µM; 310,000 compounds, 1.3% hits;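 active = compounds whose thallium flux B-score, printed positive for inhibition, exceeds three library SD while starting fluorescence stays within three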;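 note: channel opened by potassium depolarization with thallium stimulus after 20 min compound exposure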
PolyA inhibitor – blocks polyadenylation in yeast reporter cells. calls only at 12 µM. S. cerevisiae SKY197-pL101 polyadenylation reporter, beta-gal luminescence; efflux-impaired pdr1/pdr3 knockout yeast; score 100 = 6 SD above DMSO. AID 1875. 300,000 compounds, 0.02% hits;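 active = lowest replicate activity score at least 50, where 100 means six control SD above control mean; inconclusive = lowest score under 50 but half or more replicates reach 50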;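 note: yeast exposed to compound for 9 h at 30 °C; higher score means more reporter readthrough which indicates perturbed polyadenylation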
hERG protect – shields human hERG channel from block by proarrhythmic agents | 310,000 compounds, 0.51% hits | activation (rescue from dofetilide block), less the hit threshold, % at 10 µM | Q12809 | CHO-hERG, FluxOR thallium flux, dofetilide IC70 present | AID 1511;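 active = activation above the mean of controls blocked by dofetilide plus 5 SD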;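 note: thallium influx through hERG after potassium depolarization seen as dye fluorescence rise; in these data hits start at about 4.7%; inactives centre near -7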
Dyrk1A ADPGlo – inhibitors of rat Dyrk1A kinase. Q63470. ADP-Glo luminescence, NFATc1 peptide. inhibition, % at 12.5 µM. 310,000 compounds, 0.43% hits. AID 504441; in the data active = inhibition above about 50%;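 note: plate controls were vehicle with enzyme for no effect and no enzyme for full effect; many of its hits are not listed in these tables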
KCNK3 inh – human KCNK3 channel inhibition, primary screen; O14649; CHO-KCNK3 thallium flux, FluxOR fluorescence; stronger effect = lower value; B-score at 10 µM; 340,000 compounds, 0.84% hits;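 active = B-score under library mean minus 4 SD, starting fluorescence ratio at most library mean plus 5 SD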;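 note: more negative B-score means stronger inhibition of thallium flux through KCNK3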
Target sequence (O14649 whole entry, looked up): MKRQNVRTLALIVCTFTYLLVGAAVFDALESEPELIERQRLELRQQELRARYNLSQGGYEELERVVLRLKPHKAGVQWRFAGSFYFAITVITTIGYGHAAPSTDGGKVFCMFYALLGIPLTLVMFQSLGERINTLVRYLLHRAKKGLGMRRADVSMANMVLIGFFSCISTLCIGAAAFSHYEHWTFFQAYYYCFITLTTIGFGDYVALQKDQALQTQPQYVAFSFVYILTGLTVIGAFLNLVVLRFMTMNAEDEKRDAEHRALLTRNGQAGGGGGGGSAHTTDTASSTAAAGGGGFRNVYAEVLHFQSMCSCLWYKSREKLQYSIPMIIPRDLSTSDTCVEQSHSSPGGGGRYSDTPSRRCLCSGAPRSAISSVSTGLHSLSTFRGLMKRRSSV
TRPC4 potent – allosterically enhances the mouse TRPC4 cation channel. HEK293 TRPC4beta/mu-opioid, DAMGO EC20, Fluo-4 Ca2+ flux; stronger effect = higher value. Q9QUQ5. 310,000 compounds, 0.42% hits. B-score at 10 µM;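 active = B-score of calcium response area above 5 SD of library B-scores, with initial fluorescence ratio within 5 SD of library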;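 note: B-score of integrated fluorescence ratio over time as area under calcium response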
TRPC4 act – TRPC4 (mouse) channel activation; Q9QUQ5; HEK293 TRPC4beta/mu-opioid, Fluo4 calcium fluorescence; stronger effect = higher value; B-score at 10 µM; 310,000 compounds, 0.49% hits; AID 2237;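 active = B-score above 5 SD of library B-scores, and initial fluorescence ratio not above library mean plus 5 SD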;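 note: positive B-score marks a calcium rise read as TRPC4 activation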
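system = HEK293 cells stably co-expressing mouse TRPC4beta and mu-opioid receptor | schedule = Fluo4 dye loading 45 min at room temperature, 110 s recording | measure = B-scored integrated calcium fluorescence ratio | signal = Fluo4 calcium-sensitive dye fluorescence, kinetic, 1 Hz baseline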
Platelet DG rel – platelet dense granule release activity | human platelet-rich plasma, SFLLRN dense granule ATP release, luminescence | inhibition, %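 (compounds screened at 7.5 µM in platelet-rich plasma)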 | 300,000 compounds, 0.22% hits | AID 1663;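 active = mean replicate score, as percent of positive control, at or above 50; inconclusive = mean below 50 but at least one replicate at or above 50; inactive = mean and every replicate below 50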
KCNK9 block – human KCNK9 channel inhibition | Q9NPC2 | HEK293 KCNK9, FluxOR thallium flux fluorescence; stronger effect = lower value | B-score at 10 µM | 310,000 compounds, 1.2% hits;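 active = ratio B-score over 3 SD below the library mean, with starting fluorescence within 5 SD of its mean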;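 note: negative B-score means less thallium flux so channel inhibition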
Target sequence (Q9NPC2 whole entry, looked up): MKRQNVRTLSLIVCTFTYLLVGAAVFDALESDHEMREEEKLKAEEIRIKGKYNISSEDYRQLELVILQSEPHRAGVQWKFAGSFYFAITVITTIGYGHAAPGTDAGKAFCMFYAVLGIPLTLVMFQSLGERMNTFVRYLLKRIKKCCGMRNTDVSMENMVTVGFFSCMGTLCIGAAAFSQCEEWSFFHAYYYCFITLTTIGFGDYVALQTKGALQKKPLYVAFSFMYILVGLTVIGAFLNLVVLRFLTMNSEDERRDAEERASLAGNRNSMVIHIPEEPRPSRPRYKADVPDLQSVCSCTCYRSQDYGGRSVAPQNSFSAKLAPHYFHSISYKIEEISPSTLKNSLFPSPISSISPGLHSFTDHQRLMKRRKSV
KCNQ1 pot – potentiates or activates the human KCNQ1 potassium channel; AID 2648; P51787; B-score at 10 µM; CHO-K1 KCNQ1, thallium flux FluxOR fluorescence; stronger effect = higher value; 310,000 compounds, 0.35% hits;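 active = fluorescence ratio B-score, a plate-corrected score, at least three library SD, with initial intensity B-score within 5 SD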
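Medium – assay buffer, equal DMSO in all wells · Material – CHO-K1 cell line with stable KCNQ1 potassium channel expression · Signal – kinetic FluxOR thallium fluorescence, 10-s 1-Hz baseline, 110-s post-stimulus read · Compound – single concentration per compound, DMSO matched to controls · Schedule – 37 °C overnight plating, 90-min dark dye load, 20-min compound pretreatment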
TRPC4 block – blocks the mouse TRPC4 cation channel | HEK293 TRPC4beta/mu-opioid, DAMGO-evoked Fluo4 calcium flux; stronger effect = lower value | B-score at 10 µM | 300,000 compounds, 0.39% hits;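 active = B-score over 3 SD under the library average, no early fluorescence shift, positive overall ratio signal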
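Test system – stable TRPC4beta/mu-opioid receptor HEK293 cells · Probe or stimulus – DAMGO, a submaximal dose followed by a maximal one · Dosing – one concentration per compound · Signal – Fluo4 calcium fluorescence by kinetic imaging, 5 s 1 Hz baseline · Evaluation – per-well B score of integrated baseline-normalized Fluo4 ratio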
* = called active by the depositor; i = inactive; u = inconclusive; x = no result given. Not all compounds are listed (hit frequency here may not be typical).

SMILES	KCNQ1 inh	PolyA inhibitor	hERG protect	Dyrk1A ADPGlo	KCNK3 inh	TRPC4 potent	TRPC4 act	Platelet DG rel	KCNK9 block	KCNQ1 pot	TRPC4 block
Cc1[nH]c2ccccc2c1/C=N/NC(=O)Nc1ccccc1	i	i	-2	0	i	i	i	-17	i	i	i
Cc1cc(C)n(-c2nnc(Cl)c3ccccc23)n1	i	i	-2	1	i	i	i	6	i	i	i
CCCC(=O)N(C)c1nnc(-c2ccc(OC)cc2)s1	i	i	-6	-6	i	i	i	0	i	i	i
O=C(O)c1ccc(-c2noc(-c3ccccc3F)n2)cc1	i	i	-3	19	i	i	i	69*	i	i	i
CC1(C)CCCN(Cc2c(O)ccc3c(=O)c(-c4nc5ccccc5s4)c(N)oc23)C1	i	i	-13	35	i	i	i	9	i	i	i
O=C(O)c1ccccc1C(c1ccc(O)cc1)c1ccc(O)cc1	i	i	-7	0	i	i	i	2	i	i	i
COc1ccc(-c2nnc(SCC(=O)NCCc3ccccc3)o2)cc1	i	i	1	4	i	i	i	-3	i	i	i
O=C(Nc1ccc(S(=O)(=O)N2CCCCC2)cc1)c1ccccc1Cl	i	i	-10	-1	i	i	i	4	i	i	i
CC(=O)c1ccc(NC(=O)C(C)NCc2ccccc2Cl)cc1 (stereo unspecified)	i	i	-16	9	i	i	i	7	i	i	i
COc1cccc(C(=O)N2N=C(c3cccc(OC)c3)CC2(O)C(F)(F)F)c1 (stereo unspecified)	i	i	-3	-4	i	i	i	-6	i	i	i
CCOC(=O)N1CCN(C(=O)CCNS(=O)(=O)c2cc(Br)cnc2N)CC1	i	i	-9	0	i	i	i	-3	i	i	i
CC(=O)c1cccc(NC(=O)CN2CCc3cc4c(cc3C2)OCCCO4)c1	i	i	-13	4	i	i	i	1	i	i	i
CC1CCN(S(=O)(=O)c2ccc3ncn(CC(=O)N(C)Cc4ccccc4)c(=O)c3c2)CC1	i	i	-2	-11	-13*	i	i	-4	i	i	i
O=c1c2cc(NC(=S)NCc3cccnc3)ccc2nc2n1CCCCC2	i	i	-1	-5	i	i	i	6	i	i	i
Cc1cc(NC(=O)CN2CCOCC2)n(-c2nc3ccccc3s2)n1	i	i	-7	x	x	i	i	0	i	i	i
O=C(CNC(=O)c1ccccc1)NCCc1nc2ccccc2[nH]1	i	i	-2	1	i	i	i	10	i	i	i
CC(=O)c1cc(N2CCC(C(=O)O)CC2)ccc1[N+](=O)[O-]	i	i	-1	-2	i	i	i	-2	i	i	i
CCn1nc([N+](=O)[O-])c2c(-c3nc4ccccc4o3)c(N)n(CCCOC)c2c1=O	i	i	-8	-1	i	i	i	2	i	i	i
Cc1cccc(N=C2NC(=O)CS2)c1	i	i	0	10	i	i	i	-3	i	i	i
CCOC(=O)c1c(CN(CC)CC)oc2cc(Br)c(O)cc12	i	i	-5	3	i	i	i	-2	i	i	i
O=C(CCN1C(=O)c2ccccc2C1=O)C1=NN[C@@H]2C(=O)N(c3ccc4c(c3)OCO4)C(=O)[C@H]12	i	i	-7	x	i	i	i	1	i	i	i
Nc1nc2nonc2nc1N1CCCCC1	i	i	-10	-3	i	i	i	3	i	i	i
CCOC(=O)C(C(=O)Nc1nccs1)C1CCCCC1 (stereo unspecified)	i	i	-2	4	i	i	i	-6	i	i	i
COc1ccc(S(=O)(=O)NCC2CCC(C(=O)NCc3ccco3)CC2)cc1 (stereo unspecified)	i	i	-12	-11	i	i	i	-4	i	i	i
Cc1nc(NC(=O)c2ccco2)sc1-c1csc(Nc2ccc(Cl)cc2Cl)n1	i	i	-7	4	i	i	i	-5	i	i	i

Continuation:
SMILES	KCNQ1 inh	PolyA inhibitor	hERG protect	Dyrk1A ADPGlo	KCNK3 inh	TRPC4 potent	TRPC4 act	Platelet DG rel	KCNK9 block	KCNQ1 pot	TRPC4 block
CCN(CC)S(=O)(=O)c1cccc(NC(=O)CN(C)Cc2cccc(OC)c2)c1	i	i	-16	-9	i	i	i	-5	i	i	i
CCOC(=O)c1ccc(NS(=O)(=O)c2ccc3[nH]c(=O)[nH]c3c2)cc1	i	i	-15	-13	i	i	i	-5	i	i	i
Cc1oc(-c2ccccc2)cc1C(=O)Nc1ccccc1	i	i	-7	1	i	i	i	-3	i	i	i
CC(OC(=O)Cc1c[nH]c2ccccc12)C(=O)Nc1ccc(S(N)(=O)=O)cc1 (stereo unspecified)	i	i	-13	4	i	i	i	-23	i	i	i
CCCCOC(=O)Nc1nnc(C(C)C)s1	i	i	3	-1	i	i	i	4	i	i	i
O=C(Cn1nnc(-c2ccccc2F)n1)N1CCCCC1	i	i	-6	0	i	i	i	3	i	i	i
COc1ccc(CCNc2ccncn2)cc1OC	i	i	-10	3	i	i	i	-2	i	i	i
CCCc1ccc(Oc2coc3cc(OCC(=O)Nc4ccccc4C)ccc3c2=O)cc1	i	i	-2	2	i	i	i	-67	i	i	i
Cc1ccc(-c2nc(CSCC(=O)N3CCN(c4ccccn4)CC3)c(C)o2)cc1	i	i	-18	4	-8.9*	i	i	-3	i	i	i
COc1cccc(C(=O)N2CCN(Cc3nc(CC4CC4)no3)CC2)c1	i	x	-9	0	i	i	i	-4	i	i	i
C(=C\c1ccco1)/c1ccc2ccccc2n1	i	i	-9	x	i	i	i	u	i	i	i
CCn1c(SCC(=O)Nc2nncs2)nnc1C(C)NC(=O)c1ccccc1Br (stereo unspecified)	i	i	-9	2	i	i	i	6	i	i	i
CC1Sc2ccc(S(=O)(=O)CCC(=O)NCc3cccs3)cc2NC1=O (stereo unspecified)	i	i	-1	2	i	i	i	0	i	i	i
CC(OC(=O)c1cccc(S(=O)(=O)Nc2cccc(C(F)(F)F)c2)c1)C(=O)Nc1ccc2c(c1)OCCO2 (stereo unspecified)	i	i	-13	-6	i	i	i	10	i	i	i
CCOC(=O)N1CCN(C(=O)c2ccc(NS(=O)(=O)c3ccc(F)cc3)cc2)CC1	i	i	-6	-5	i	i	i	-5	i	i	i
O=S(=O)(c1ccccc1)N(CC(O)CN1CCCCC1)c1ccccc1 (stereo unspecified)	i	i	-7	-6	i	i	i	-2	i	i	i
Cn1c2ccccc2c(=O)c2c(=O)n(C3CCCCC3)c(-c3cccs3)nc21	i	i	-16	0	i	i	i	7	i	i	i
O=C(O)C(c1ccccc1)N1CCCC1 (stereo unspecified)	i	i	-1	-1	i	i	i	-1	i	i	i
Clc1ccc2oc(-c3cccnc3NCc3ccccc3)nc2c1	i	i	-8	13	i	i	i	-3	i	i	i
CCOC(=O)C1=C(C)OC2(O)c3ccccc3C(=O)C12O (stereo unspecified)	i	i	-2	x	i	i	i	23	i	i	i
C=CCNc1nc(Cl)nc(Nc2ccc(OC)cc2)n1	i	i	-8	1	i	i	i	-1	i	i	i
Cc1sc2ncnc(OCC(=O)N3CC(=O)Nc4ccccc43)c2c1C	i	x	-7	x	i	i	i	x	i	i	i
COc1ccc(N2C(=O)CC(NCCNc3ccc([N+](=O)[O-])cn3)C2=O)cc1 (stereo unspecified)	i	i	-9	7	i	i	i	-13	i	i	i
CCOC(=O)c1c(NC(=O)C2=C(C)NC(=S)NC2c2ccc(CC)cc2)sc(C)c1C (stereo unspecified)	i	i	-13	x	x	i	i	-5	i	i	i
CCN(CC)CCNc1nc(-c2ccc(OC)cc2)c(-c2ccc(OC)cc2)s1	i	i	-23	-2	i	i	i	-5	i	i	i

Reformatted: results already given
Order of results – KCNQ1 inh, PolyA inhibitor, hERG protect, Dyrk1A ADPGlo, KCNK3 inh, TRPC4 potent, TRPC4 act, Platelet DG rel, KCNK9 block, KCNQ1 pot, TRPC4 block
COc1cccc(C(=O)N2CCN(Cc3nc(CC4CC4)no3)CC2)c1
  i, x, -9, 0, i, i, i, -4, i, i, i
O=S(=O)(c1ccccc1)N(CC(O)CN1CCCCC1)c1ccccc1 (stereo unspecified)
  i, i, -7, -6, i, i, i, -2, i, i, i
Cn1c2ccccc2c(=O)c2c(=O)n(C3CCCCC3)c(-c3cccs3)nc21
  i, i, -16, 0, i, i, i, 7, i, i, i
CCN(CC)S(=O)(=O)c1cccc(NC(=O)CN(C)Cc2cccc(OC)c2)c1
  i, i, -16, -9, i, i, i, -5, i, i, i
Cc1ccc(-c2nc(CSCC(=O)N3CCN(c4ccccn4)CC3)c(C)o2)cc1
  i, i, -18, 4, -8.9*, i, i, -3, i, i, i

Next section.
SMILES	KCNQ1 inh	PolyA inhibitor	hERG protect	Dyrk1A ADPGlo	KCNK3 inh	TRPC4 potent	TRPC4 act	Platelet DG rel	KCNK9 block	KCNQ1 pot	TRPC4 block
O=C(NCCOc1ccc(F)cc1)C1CCC(=O)N(CCCN2CCCC2=O)C1 (stereo unspecified)	i	i	-1	-6	i	i	i	-4	i	i	i
O=C(C1CCCN(S(=O)(=O)c2cccc3nonc23)C1)N1CCN(c2cccc(Cl)c2)CC1 (stereo unspecified)	i	i	-3	8	i	i	i	2	i	i	i
CSc1ccc(CNC(=O)C2Cc3cc(S(=O)(=O)N4CCCCC4)ccc3N2C(C)=O)cc1 (stereo unspecified)	i	i	-7	x	i	i	i	5	i	i	i
O=S(=O)(/N=C(/Nc1ccccn1)c1ccccc1)c1ccc(F)cc1	i	i	-2	-2	i	i	i	-9	i	i	i
O=C(NCc1ccccc1)C1(C(F)(F)F)C/C(=C\CCO)CCCO1 (stereo unspecified)	i	i	-5	6	i	i	i	1	i	i	i
CCOC(=O)Cn1c(C(=O)OCC)cc2sccc21	i	i	-2	-8	i	i	i	7	i	i	i
CCC1Oc2ccccc2N(CC(=O)NCCCN2CCN(CC)CC2)C1=O (stereo unspecified)	i	i	-1	-5	i	i	i	9	i	i	i
Cc1nc2ccc(S(=O)(=O)NC(C(=O)NCc3ccco3)C(C)C)cc2s1 (stereo unspecified)	i	i	-4	-8	i	i	i	-2	i	i	i
NC(=O)c1ccc(Oc2ccc(Cl)c3ccccc23)c([N+](=O)[O-])c1	i	i	-4	2	i	i	i	1	i	i	i
Cc1nn(-c2ccccc2C(=O)O)c(=O)c2ccccc12	i	i	-3	-1	i	i	i	-14	i	i	i
